Screening results as filed in PubChem.
VHR inh abs: VHR1 phosphatase inhibitors, primary screen, biochemical, absorbance, uHTS; Dual specificity protein phosphatase 3 (Homo sapiens), P51452; recombinant VHR phosphatase, pNPP absorbance; inhibition, % at 13.3 µM; actives 0.52% (n = 290,000); in the data active means inhibition above about 50%; further: some compounds called inactive have numbers as strong as hits
Target sequence (P51452 whole entry, looked up): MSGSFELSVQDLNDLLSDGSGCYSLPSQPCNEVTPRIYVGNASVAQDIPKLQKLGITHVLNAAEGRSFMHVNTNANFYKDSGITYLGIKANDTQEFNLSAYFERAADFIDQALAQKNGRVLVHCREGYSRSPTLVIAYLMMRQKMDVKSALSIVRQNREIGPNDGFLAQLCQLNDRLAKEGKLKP
SSB-PriA inh: inhibitors of Klebsiella pneumoniae PriA binding to SSB C-terminal tail, primary screen, biochemical, AlphaScreen; inhibition, % at 33 µM; AlphaScreen SSBct-PriA binding, biotinylated peptide; PriA–SSB C-terminal tail interaction (Klebsiella pneumoniae); actives 0.6% (n = 430,000); in the data active means inhibition mostly above about 37%, no sharp cut-off; inactive means mostly below about 20%;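 further: plate controls were negative control peptide for no effect and reference peptide for full effect; strong numbers were not always called active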
TcdB GH inh: TcdB glycohydrolase inhibitors, primary screen, biochemical, single point, plate reader; Toxin B (Clostridioides difficile), P18177; TcdB glycohydrolase enzymatic assay; AID 652162, 2013; inhibition, % at 9.99 µM; actives 0.24% (n = 350,000); in the data active means inhibition above about 10%
BH1578 lux ind: inducers of Vibrio cholerae quorum light production without autoinducers, primary screen, BH1578 luxS cqsA deficient, single point; V. cholerae BH1578 lux reporter, luminescence, 6 h; actives 0.16% (n = 350,000); activation, % at 18.7 µM; AID 588436, 2011; in the data active means activation mostly above about 9.7%, no sharp cut-off; further: not every result past the cut was called active; inactives centre near 0; reference of the scale not given here
Anthrax LF inh2: Bacillus anthracis LF protease inhibitors, primary screen, biochemical, multiplex microsphere, MLPCN library; Lethal factor (Bacillus anthracis), P15917; multiplex microsphere protease cleavage assay; inhibition, % at 10 µM; actives 0.12% (n = 360,000); in the data active means inhibition above about 30%; further: plate controls were buffer without enzyme for full effect and enzyme alone for no effect
Target sequence (P15917 whole entry, looked up): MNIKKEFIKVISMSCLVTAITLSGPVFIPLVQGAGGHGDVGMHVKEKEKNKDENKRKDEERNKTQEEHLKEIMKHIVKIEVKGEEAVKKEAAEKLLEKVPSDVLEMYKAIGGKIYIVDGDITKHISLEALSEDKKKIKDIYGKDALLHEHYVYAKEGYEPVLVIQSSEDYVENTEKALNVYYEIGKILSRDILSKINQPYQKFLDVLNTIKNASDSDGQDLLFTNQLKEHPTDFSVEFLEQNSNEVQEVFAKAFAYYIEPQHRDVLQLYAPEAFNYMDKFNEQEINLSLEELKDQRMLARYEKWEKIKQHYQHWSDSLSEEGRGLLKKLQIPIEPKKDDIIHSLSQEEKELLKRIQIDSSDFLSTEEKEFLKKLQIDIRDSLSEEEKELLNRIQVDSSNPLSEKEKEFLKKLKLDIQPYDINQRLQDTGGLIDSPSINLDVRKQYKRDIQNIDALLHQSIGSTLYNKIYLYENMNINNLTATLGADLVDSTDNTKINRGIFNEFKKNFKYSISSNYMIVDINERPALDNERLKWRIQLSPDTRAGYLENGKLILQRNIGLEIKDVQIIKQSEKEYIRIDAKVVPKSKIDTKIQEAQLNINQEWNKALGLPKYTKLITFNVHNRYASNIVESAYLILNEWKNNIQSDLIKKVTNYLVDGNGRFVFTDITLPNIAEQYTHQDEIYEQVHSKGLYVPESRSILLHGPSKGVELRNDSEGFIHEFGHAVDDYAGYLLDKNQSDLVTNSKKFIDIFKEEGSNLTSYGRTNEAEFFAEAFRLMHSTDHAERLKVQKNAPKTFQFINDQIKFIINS
SARS 3CLpro inh: SARS-CoV 3CLpro protease inhibitors, primary screen, biochemical, quenched FRET; inhibition, % at 6 µM; AID 1706, 2009; recombinant SARS-CoV 3CLpro, quenched FRET peptide cleavage; actives 0.14% (n = 290,000); in the data active means inhibition above about 12%
MazF activator: activators of E. coli MazEF toxin-antitoxin RNase, primary screen, biochemical, fluorescence, uHTS; Endoribonuclease toxin MazF (Escherichia coli (strain K12)), P0AE70; FAM/BHQ RNA-DNA oligo cleavage fluorescence, 5 h; activation, % at 20 µM; actives 0.32% (n = 350,000); AID 504720, 2011; in the data active means activation above about 50%
Target sequence (P0AE70 whole entry, looked up): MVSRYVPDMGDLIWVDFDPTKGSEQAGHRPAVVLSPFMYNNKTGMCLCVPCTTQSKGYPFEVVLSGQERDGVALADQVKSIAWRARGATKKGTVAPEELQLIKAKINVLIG
PfHsp40 rescue: rescue of yeast from PfHsp40 toxicity, primary screen, S. cerevisiae, ATP luminescence | growth rescue, % at 12.5 µM | S. cerevisiae expressing PfHsp40, growth rescue | actives 0.68% (n = 340,000); in the data active means growth rescue above about 28%, passing the limit was not always enough;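 further: yeast W303a lacking pdr1 and pdr3 grown in galactose medium; growth measured after three days at 30 °C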
Yp Topo-I inh: Yersinia pestis topoisomerase I inhibitors, primary screen, biochemical, cleavage product accumulation, plate reader, single point | Y. pestis Topo-I cleavage product accumulation | activity, % at 10 µM | actives 0.064% (n = 360,000) | AID 504884, 2011; in the data active means activity above about 50%, passing the limit was not always enough; further: inactives centre near 2
Rv3671c protease: Rv3671c serine protease inhibitors, primary screen, biochemical, fluorescence polarization, M. tuberculosis H37Rv; P9WHR9; inhibition, % at 5.96 µM; actives 0.048% (n = 320,000); in the data active means inhibition above about 38%;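 further: extracellular domain of Rv3671c used as enzyme; 0% = enzyme with DMSO and 100% = no enzyme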
Starred values were filed as active, the others as inactive; i = inactive; · = no result given; & = joins results of further samples.

No.	SMILES	VHR inh abs	SSB-PriA inh	TcdB GH inh	BH1578 lux ind	Anthrax LF inh2
1	CCCCC(=O)Nc1cccc(NC(=O)c2cccc([N+](=O)[O-])c2)c1	18	5	1.0	i	-1
2	O=C(O)c1ccc(C(=O)O)c(C(=O)c2ccccc2)c1	13	-8&-8	·	-1.4	1
3	CCOC(=O)[C@H]1[C@H]2COc3cc(OC)ccc3[C@@H]2N2C(=O)c3cc(F)ccc3NC(=O)[C@@]12C	·	2	1.5	-0.3	-2
4	CCCCNC(=O)c1cnc2n(c1=O)CCS2	8	5	·	-0.3	2
5	COc1ccc(C(=O)C2CCCN(C3CSCCSC3)C2)cc1OC (stereo not given)	31	-7	0.8	-1.0	-1
6	O=C(Nc1ccccc1)c1cc(C2CCCCN2S(=O)(=O)c2ccc(F)cc2F)on1 (stereo not given)	·	·	0.9	i	4
7	COc1ccc(CCN(C)C(=O)c2cc(=O)c3ccccc3o2)cc1OC	22	-5	3.7	-0.4	-1
8	COCCCNC(=O)c1c(N)n(-c2ccc3c(c2)OCO3)c2nc3ccccc3nc12	-2	-22	·	-0.6	8
9	Nc1cccc(Oc2ccc([N+](=O)[O-])cc2)c1	25	-1	1.5	i	-7
10	Cc1cccc(C)c1OCc1cc(C(=O)NCc2cn(C)nc2C)no1	10	-12	1.5	i	-2

No.	SARS 3CLpro inh	MazF activator	PfHsp40 rescue	Yp Topo-I inh	Rv3671c protease
1	2	2	-0.7	-18	3
2	7	5	0.4	8	1
3	·	1	0.9	8	2
4	-4	0	-0.4	1	5
5	7	9	0.2	5	7
6	·	·	·	-6	·
7	-1	1	-0.7	-4	3
8	3	4	0.0	14	-12
9	1	8	-1.7	1	8
10	-1	0	0.4	11	3

Carrying on:
No.	SMILES	VHR inh abs	SSB-PriA inh	TcdB GH inh	BH1578 lux ind	Anthrax LF inh2
11	CC(C)(C)c1cc(NC(=O)c2ccco2)n(-c2ccccc2)n1	10	-7	-4.2	-0.8	0
12	O=C(c1cn[nH]c1)c1cc(F)ccc1O	-5	1	·	-0.6	-3
13	Cc1ccc(CCNC(=O)c2nn(C)c3c2CS(=O)(=O)c2ccccc2-3)cc1	-4	5	0.5	-0.5	-2
14	CCCc1[nH]c2ccc(C#N)cc2c1CCC	21	-8	1.7	-3.6	-2
15	Cc1cc(C(=O)CCC(=O)N2CCN(S(=O)(=O)c3ccccc3)CC2)c(C)s1	·	-12	1.8	-5.0	-5
16	Cn1c(SCC(=O)Nc2cc([N+](=O)[O-])ccc2F)nnc1C(F)(F)F	-7	4	·	-5.9	-1
17	COc1ccc(NC(=O)CSc2nncn2C)cc1	-20	-2	0.6	-0.1	2
18	COc1ccc(OC(C)C(=O)N2CCC(C)CC2)cc1 (stereo not given)	-23	-7	·	·	-6
19	O=C(Cc1ccc(Cl)cc1)Nc1ccc(NC(=O)c2cccs2)cc1	-2	9	1.1	-0.5	-1
20	CCC(C)n1c(-c2cccc(S(=O)(=O)N3CCOCC3)c2)n[nH]c1=S (stereo not given)	·	4	0.8	-5.0	0

No.	SARS 3CLpro inh	MazF activator	PfHsp40 rescue	Yp Topo-I inh	Rv3671c protease
11	2	-5	12	19	8
12	-2	-5	1.2	-5	6
13	-2	-4	0.2	21	2
14	4	0	-0.7	12	-7
15	·	4	0.7	19	-4
16	3	-3	-1.0	-6	1
17	1	3	1.1	4	-1
18	5	7	-1.3	8	13
19	6	-13	1.2	8	0
20	·	2	1.3	0	·

Remaining list, next part.
No.	SMILES	VHR inh abs	SSB-PriA inh	TcdB GH inh	BH1578 lux ind	Anthrax LF inh2
21	CN(C)S(=O)(=O)N1CCC(Oc2ccc(C(=O)NCC(C)(C)CO)cc2)CC1	34	9	0.7	·	0
22	COc1ccc(OC)c(-n2c(Cn3c(-c4ccccn4)nc4ccccc43)n[nH]c2=S)c1	26	1	1.3	i	1
23	Cc1nc2ccccc2c(=O)n1/N=C/c1ccc(O)cc1O	26	·	1.1	-0.6	2
24	Cc1ccc(CNc2c(C=O)c(=O)[nH]c3ccccc23)cc1	1	-3	-5.1	-0.8	-9
25	COc1ccc(C2NC(=O)NC(C)=C2C(=O)Nc2cc(C)ccc2C)cc1OC (stereo not given)	-2	-5	·	-0.5	0
26	CC(C)(C)NC(=O)C1CCN(S(=O)(=O)c2cccc3nsnc23)CC1	10	-4	1.4	-0.3	2
27	CC1=C(CC[C@@H](C)CO)OC2CC3C4CCC5CC(O)CCC5(C)C4CC(=O)C3(C)C12 (stereo not given in full)	·	6	0.7	-0.4	-4
28	COc1ccc(-c2ccc(CN3C(C)C(=O)N(Cc4cn(Cc5ccco5)nn4)CCS3(=O)=O)cc2)cc1 (stereo not given)	·	·	1.6	-0.2	-3
29	CC(c1nc2ccccc2c(=O)[nH]1)N1CCOCC1 (stereo not given)	8	-7	0.5	-0.5	4
30	Cc1ccc(NC(=O)CSc2nnc([C@@H](N)Cc3c[nH]c4ccccc34)o2)c(C)c1	24	18	·	-0.4	-4

No.	SARS 3CLpro inh	MazF activator	PfHsp40 rescue	Yp Topo-I inh	Rv3671c protease
21	7	13	0.4	-1	-4
22	2	2	-0.8	-9	3
23	2	8	-0.9	-11	12
24	5	7	-0.4	-6	-2
25	4	5	3.4	4	-1
26	-3	11	-0.5	20	-13
27	·	0	-0.4	17	-8
28	·	1	·	19	·
29	1	-5	-1.8	0	-8
30	4	2	1.1	-2	-3

An excerpt from above in order of SMILES length, low to high:
No.	SMILES	VHR inh abs	SSB-PriA inh	TcdB GH inh	BH1578 lux ind	Anthrax LF inh2
17	COc1ccc(NC(=O)CSc2nncn2C)cc1	-20	-2	0.6	-0.1	2
18	COc1ccc(OC(C)C(=O)N2CCC(C)CC2)cc1 (stereo not given)	-23	-7	·	·	-6
23	Cc1nc2ccccc2c(=O)n1/N=C/c1ccc(O)cc1O	26	·	1.1	-0.6	2
24	Cc1ccc(CNc2c(C=O)c(=O)[nH]c3ccccc23)cc1	1	-3	-5.1	-0.8	-9
19	O=C(Cc1ccc(Cl)cc1)Nc1ccc(NC(=O)c2cccs2)cc1	-2	9	1.1	-0.5	-1
26	CC(C)(C)NC(=O)C1CCN(S(=O)(=O)c2cccc3nsnc23)CC1	10	-4	1.4	-0.3	2
20	CCC(C)n1c(-c2cccc(S(=O)(=O)N3CCOCC3)c2)n[nH]c1=S (stereo not given)	·	4	0.8	-5.0	0
22	COc1ccc(OC)c(-n2c(Cn3c(-c4ccccn4)nc4ccccc43)n[nH]c2=S)c1	26	1	1.3	i	1
30	Cc1ccc(NC(=O)CSc2nnc([C@@H](N)Cc3c[nH]c4ccccc34)o2)c(C)c1	24	18	·	-0.4	-4
27	CC1=C(CC[C@@H](C)CO)OC2CC3C4CCC5CC(O)CCC5(C)C4CC(=O)C3(C)C12 (stereo not given in full)	·	6	0.7	-0.4	-4
28	COc1ccc(-c2ccc(CN3C(C)C(=O)N(Cc4cn(Cc5ccco5)nn4)CCS3(=O)=O)cc2)cc1 (stereo not given)	·	·	1.6	-0.2	-3

No.	SARS 3CLpro inh	MazF activator	PfHsp40 rescue	Yp Topo-I inh	Rv3671c protease
17	1	3	1.1	4	-1
18	5	7	-1.3	8	13
23	2	8	-0.9	-11	12
24	5	7	-0.4	-6	-2
19	6	-13	1.2	8	0
26	-3	11	-0.5	20	-13
20	·	2	1.3	0	·
22	2	2	-0.8	-9	3
30	4	2	1.1	-2	-3
27	·	0	-0.4	17	-8
28	·	1	·	19	·

Next part
No.	SMILES	VHR inh abs	SSB-PriA inh	TcdB GH inh	BH1578 lux ind	Anthrax LF inh2
31	CC(C)CC(OC(=O)c1nsc(Cl)c1Cl)C(=O)NCc1cccs1 (stereo not given)	0	-30	·	-0.2	-10
32	Cc1sc2nc(CC(=O)NN)[nH]c(=O)c2c1C	8	-13	-0.4	i	6
33	CC1=CSC2=NC(=O)/C(=C\c3cccn3-c3ccc([N+](=O)[O-])cc3)C(=N)N12	19	22	·	i	3
34	Cc1cc(C)c(NC(=O)/C(=C/c2ccccc2)c2ccccc2)c(C)c1	-1	-9	0.1	3.1	-2
35	S=c1[nH]nc(-c2ccccn2)n1/N=C/c1ccc(Cl)c(Cl)c1	6	·	1.5	i	8
36	COc1ccc(C)cc1NC(=O)CSc1ccc(-c2sc(C)nc2C)nn1	24	-10&13	1.1	i	4
37	Cc1ccc(NC(=O)CCc2ccc(S(=O)(=O)N3CCOCC3)cc2)c(O)c1	·	-2	2.2	0.8	2
38	O=C(O)C1C2CC2CN1C(=O)c1ccc(Cl)cc1 (stereo not given)	35	1	0.7	0.0	-2
39	O=C(Cn1nnc(-c2ccccc2)n1)N1CCN(S(=O)(=O)c2ccc(Cl)cc2)CC1	24	-11	·	i	-2
40	CC(C)CN(C(=O)COC(=O)C1=COCCO1)c1c(N)n(Cc2ccccc2)c(=O)[nH]c1=O	·	1	0.5	i	1

No.	SARS 3CLpro inh	MazF activator	PfHsp40 rescue	Yp Topo-I inh	Rv3671c protease
31	1	3	0.3	3	-9
32	-1	7	-0.8	8	-23
33	5	-5	-1.4	1	-20
34	-3	-3	-0.8	45	-9
35	7	6	·	7	10
36	3	1	-0.4	17	-3
37	·	2	-1.3	8	5
38	-2	3	-0.3	-3	-3
39	2	1	0.0	0	-6
40	·	-3	-0.8	3	0

Remaining list, next part:
No.	SMILES	VHR inh abs	SSB-PriA inh	TcdB GH inh	BH1578 lux ind	Anthrax LF inh2
41	O=C(NCc1ccncc1)c1cc2ccccc2nc1Cl	13	1	0.2	i	2
42	Cc1ccc(S(=O)(=O)c2cc3c(=O)n4ccccc4nc3n(C3CCCC3)c2=N)cc1	-15	0	1.4	-0.7	1
43	Cc1ccc(S(=O)(=O)N(CC(=O)N2CCC(C(N)=O)CC2)c2cccc(C(F)(F)F)c2)cc1	-1	-10	·	-0.2	6
44	c1ccc2c(c1)Nc1ccccc1S2	-3	46	·	6.2	-10
45	O=C(COC(=O)c1cnccn1)NCCc1ccc(Cl)cc1	·	5	1.5	i	·
46	CC(=O)NCCn1c(SCc2ccc(C)cc2C)nc2ccccc2c1=O	16	-2	·	i	-2
47	Cc1cccc(Nc2nnc(SCC(=O)N(C)C3CCS(=O)(=O)C3)s2)c1C (stereo not given)	3	6	0.0	i	-1
48	CC(C)c1ccc(OCc2ccc(C(=O)NN3CCN(C)CC3)o2)cc1	15	11	0.9	i	0
49	CCOC(=O)C1CCCN(S(=O)(=O)CCNC(=O)c2ccc3c(c2)OCO3)C1 (stereo not given)	·	-12	-0.2	-1.4	2
50	CC(C)OC(=O)N(C)C[C@@H]1OCc2cn(nn2)CCCC(=O)N([C@@H](C)CO)C[C@H]1C	·	·	-6.1&-0.7	2.3	4
51	CC(C)(C)OC(=O)N[C@@H](COCc1ccccc1)C(=O)N[C@@H](CO)[C@H](O)[C@@H]1C[C@@H]1C(=O)N1CCCC1	1	-30	1.1	2.4	-5
52	N#CCCCSc1nnc(Cc2ccc3c(c2)OCO3)o1	22	-12	·	i	-2
53	N#Cc1cccc(C#N)c1Oc1ccc(S(=O)(=O)Nc2ccccc2)cc1	4	-11	1.5	i	-4

No.	SARS 3CLpro inh	MazF activator	PfHsp40 rescue	Yp Topo-I inh	Rv3671c protease
41	3	0	0.8	9	-4
42	-1	-10	-0.3	10	-3
43	5	-1	-0.7	7	4
44	2	11	1.1	-14	5
45	·	5	0.1	4	·
46	7	-4	-0.5	4	-7
47	2	-1	0.7	0	-2
48	-4	8	0.3	-1	5
49	·	3	-1.4	0	5
50	·	6	·	-7	·
51	-3	1	-1.7	-10	-2
52	8	-5	-1.5	-6	1
53	9	13	12	-3	8

Some of the compounds tested; the hit share may differ from the screen's.
